Mtb BioA inh: inhibitors of Mycobacterium tuberculosis BioA enzyme; 0.096% of 360,000 active; inhibition, % at 9.99 µM; purified M. tuberculosis BioA enzyme, plate reader; in the data active = inhibition above about 40%
The depositor's hits bear a star.

no.	structure	Mtb BioA inh
1	O=C(C[C@H]1C=C[C@H](NC(=O)C2CCC2)[C@H](CO)O1)NCCCN1CCOCC1	-2.7
2	C[C@H]1CN([C@@H](C)CO)C(=O)c2cc(C#CCc3ccccc3)cnc2O[C@H]1CN(C)Cc1cccc(F)c1	-0.5
3	C[C@@H]1CN([C@@H](C)CO)C(=O)c2cccc(NC(=O)C3CCOCC3)c2O[C@H]1CN(C)S(C)(=O)=O	-1.6
4	CC(C)NC(=O)N1CCCCN2[C@H](CO)[C@H](c3ccc(C#Cc4ccccc4F)cc3)[C@@H]2C1	1.7
5	COCC(=O)Nc1ccc2c(c1)C(=O)N(C)[C@@H]1CC[C@@H](CC(=O)NC3Cc4ccccc4C3)O[C@@H]1CO2	-2.4
6	C[C@@H]1CN([C@@H](C)CO)C(=O)Cc2cc(NC(=O)CCN3CCOCC3)ccc2O[C@@H]1CN(C)S(=O)(=O)c1ccc(Cl)cc1	0.6
7	C[C@@H]1CCCCO[C@H](CN(C)C(=O)Cc2ccccc2)[C@H](C)CN([C@@H](C)CO)C(=O)c2cc(NC(=O)NC3CCCCC3)ccc2O1	4.6
8	O=C(C[C@@H]1CC[C@@H]2[C@H](COC[C@H](O)CN2C(=O)c2ccccc2F)O1)NCc1ccc(F)cc1	0.3
9	CCc1cnc(N2[C@@H](C#N)[C@@H](c3ccc(C#CCC4CCCC4)cc3)[C@@H]2CO)s1	-2.0
10	C[C@H](CO)N1C[C@H](C)[C@H](CN(C)Cc2ccc(C(=O)O)cc2)Oc2ncc(C3=CCCC3)cc2C1=O	-2.8
11	O=C(NCC[C@@H]1CC[C@@H](NC(=O)c2ccccc2F)[C@H](CO)O1)c1cnccn1	-2.5
12	CCC(=O)Nc1ccc2c(c1)OC[C@H](C)N(CC1CC1)C[C@H](C)[C@H](OC)CN(C)C2=O	1.0
13	CC(C)c1cn(CC[C@H]2CC[C@H](NC(=O)C3CC3)[C@H](CO)O2)nn1	-1.9
14	C[C@@H]1CN([C@H](C)CO)C(=O)Cc2cc(NC(=O)Nc3ccc(C(F)(F)F)cc3)ccc2O[C@H]1CN(C)C	-2.0
15	O=C(Nc1ccccc1F)N1C[C@H]2[C@@H](c3ccccc31)[C@@H](CO)N2C(=O)Cc1ccccc1	-1.5
16	CCCNC(=O)Nc1ccc2c(c1)OC[C@H](C)N(CC1CCCC1)C[C@H](C)[C@H](OC)CN(C)C2=O	1.0
17	CCNC(=O)[C@@H]1[C@@H](CO)[C@@H]2Cn3c(ccc(-c4ccccc4)c3=O)[C@H]1N2C(=O)C1CC1	-2.0
18	COc1ccccc1C#Cc1ccc2c(c1)[C@H]1[C@H](CCN1C(=O)c1ccccc1)[C@H](CO)N2	-1.4
19	COc1ccccc1-c1ccc2c(c1)[C@@H]1[C@@H](CCN1C(=O)C1CCCCC1)[C@@H](CO)N2	-1.5
20	CC=Cc1ccc2n(c1=O)C[C@H]1[C@H](CO)[C@@H](C(=O)NCC3CC3)[C@@H]2N1Cc1ccccc1OC (mixture of isomers)	-0.4
21	C[C@@H]1CN([C@H](C)CO)C(=O)Cc2cc(NC(=O)NC3CCCCC3)ccc2O[C@H]1CN(C)C(=O)Nc1ccccc1	-2.3
22	O=C(CCN1CCCCC1)N[C@H]1CC[C@H](CCn2cc(-c3ccc(F)cc3)nn2)O[C@H]1CO	-1.2
23	O=C(c1cccc(F)c1)N1C[C@H]2[C@@H](c3ccccc31)[C@@H](CO)N2C(=O)C1CCCC1	-3.1
24	Cc1ccc(S(=O)(=O)N2CC[C@@H]3[C@@H](CO)Nc4ccc(Br)cc4[C@@H]32)cc1	3.0
25	Cc1ccccc1S(=O)(=O)N1C[C@H](O)COC[C@@H]2O[C@H](CC(=O)N3CCCCC3)CC[C@H]21	-1.7

no.	structure	Mtb BioA inh
26	CCC(=O)N(C)C[C@@H]1Oc2cc(-c3ccccc3C)ccc2S(=O)(=O)N([C@H](C)CO)C[C@@H]1C	-1.7
27	C[C@H](CO)N1C[C@H](C)[C@@H](CN(C)C(=O)CCC(F)(F)F)OCCCC[C@H](C)Oc2ccc(NC(=O)c3ccncc3)cc2C1=O	-0.3
28	OC[C@H]1[C@H](c2ccc(/C=C/c3ccccc3)cc2)[C@@H]2CN(Cc3cccnc3)CCCCN12	-5.1
29	Cc1ccc(S(=O)(=O)Nc2ccc3c(c2)CC(=O)N([C@H](C)CO)C[C@H](C)[C@@H](CN(C)Cc2ccc4c(c2)OCO4)O3)cc1	-1.3
30	C[C@H]1CCCCO[C@@H](CN(C)Cc2ccc(C(F)(F)F)cc2)[C@@H](C)CN([C@@H](C)CO)C(=O)c2cc(NS(=O)(=O)c3cccs3)ccc2O1	-0.6
31	O=S(=O)(N[C@H]1CC[C@H](CCn2cc(-c3ccccc3F)nn2)O[C@@H]1CO)c1ccc(Cl)cc1	5.2
32	CO[C@@H]1CN(C)C(=O)c2ccc(NC(C)=O)cc2OC[C@H](C)N(C(=O)c2ccncc2)C[C@@H]1C	-0.2
33	CC(C)NC(=O)Nc1ccc2c(c1)C(=O)N([C@@H](C)CO)C[C@@H](C)[C@H](CN(C)C)O2	-0.3
34	COc1ccc(NC(=O)N[C@H]2CC[C@H](CCn3cc(-c4ccc(F)cc4)nn3)O[C@H]2CO)cc1	-2.3
35	CC=Cc1ccc2n(c1=O)C[C@@H]1[C@@H](CO)[C@H](C(=O)NCC3CC3)[C@H]2N1CC1CCOCC1 (mixture of isomers)	-1.2
36	C[C@@H]1CCCCO[C@H](CN(C)Cc2ccncc2)[C@H](C)CN([C@@H](C)CO)C(=O)c2cc(NC(=O)Cc3ccccc3)ccc2O1	2.7
37	CNC[C@H]1OCCCC[C@@H](C)Oc2ccc(NS(=O)(=O)c3ccc(C)cc3)cc2C(=O)N([C@H](C)CO)C[C@@H]1C	1.4
38	CC(C)NC(=O)N(C)C[C@H]1Oc2ccc(NC(=O)Cc3cn(C)c4ccccc34)cc2CC(=O)N([C@@H](C)CO)C[C@@H]1C	0.1
39	CN(C)CC(=O)N[C@@H]1CC[C@H](CCn2cc(C3CC3)nn2)O[C@@H]1CO	2.9
40	COc1ccc(CN(C)C[C@@H]2Oc3c(NS(=O)(=O)c4ccc(OC)cc4)cccc3C(=O)N([C@@H](C)CO)C[C@@H]2C)cc1	0.1
41	C[C@@H]1CCCCO[C@H](CN(C)C)[C@@H](C)CN([C@H](C)CO)C(=O)c2cc(NC(=O)Nc3ccc4c(c3)OCO4)ccc2O1	0.3
42	O=C(C[C@H]1CC[C@@H]2[C@H](COC[C@H](O)CN2C(=O)Cc2ccccc2)O1)NC1CCC1	-0.7
43	COC(=O)[C@]1(CCC(=O)OC(C)(C)C)N=C(c2ccc(OCCCO)cc2)O[C@@H]1c1ccccc1	0.8
44	C[C@H](CO)N1C[C@H](C)[C@H](CN(C)Cc2ccccc2)Oc2ncc(-c3cccc(C#N)c3)cc2C1=O	14
45	Cc1noc(C)c1NC(=O)Nc1ccc2c(c1)CC(=O)N([C@H](C)CO)C[C@@H](C)[C@H](CN(C)C)O2	-2.1
46	COCC(=O)N1CC[C@H]2[C@H](CO)Nc3ccc(-c4cccc(C(=O)N(C)C)c4)cc3[C@H]21	2.2
47	C[C@H](CO)N1C[C@H](C)[C@H](CN(C)C(=O)Nc2ccc(F)cc2)Oc2c(NC(=O)Nc3cccc4ccccc34)cccc2C1=O	-2.8
48	O=C(NCC[C@H]1CC[C@@H](NS(=O)(=O)c2cccc(F)c2)[C@H](CO)O1)C1CC1	1.2
49	C[C@@H]1CN([C@H](C)CO)C(=O)c2cccc(NC(=O)C3CCOCC3)c2O[C@H]1CN(C)Cc1ccncc1	-2.0
50	CC(C)CC#Cc1ccc2c(c1)O[C@H](CN(C)Cc1cncnc1)[C@H](C)CN([C@H](C)CO)S2(=O)=O	4.4

Some of the entries so far, field by field.
47	C[C@H](CO)N1C[C@H](C)[C@H](CN(C)C(=O)Nc2ccc(F)cc2)Oc2c(NC(=O)Nc3cccc4ccccc34)cccc2C1=O
  Mtb BioA inh = -2.8

48	O=C(NCC[C@H]1CC[C@@H](NS(=O)(=O)c2cccc(F)c2)[C@H](CO)O1)C1CC1
  Mtb BioA inh = 1.2

49	C[C@@H]1CN([C@H](C)CO)C(=O)c2cccc(NC(=O)C3CCOCC3)c2O[C@H]1CN(C)Cc1ccncc1
  Mtb BioA inh = -2.0

Next section:
no.	structure	Mtb BioA inh
51	COCC#Cc1ccc([C@@H]2[C@@H](CO)N3CCCCN(C(=O)NC4CCCC4)C[C@H]23)cc1	-1.8
52	CC(=O)N(C)C[C@@H]1Oc2cc(C#Cc3ccncc3)ccc2S(=O)(=O)N([C@@H](C)CO)C[C@H]1C	-5.8
53	C/C=C/c1ccc2c(c1)O[C@H](CN(C)C(=O)NC(C)C)[C@H](C)CN([C@H](C)CO)S2(=O)=O	0.7
54	C[C@H](O)C#Cc1cnc2c(c1)C(=O)N([C@@H](C)CO)C[C@H](C)[C@@H](CN(C)C(=O)CN(C)C)O2	-1.1
55	C[C@H]1CN([C@@H](C)CO)S(=O)(=O)c2ccc(C#CC3CC3)cc2O[C@H]1CN(C)C(=O)CN(C)C	-3.2
56	COc1ccc(-c2cnc3c(c2)C(=O)N([C@@H](C)CO)C[C@H](C)[C@@H](CN(C)Cc2cccnc2)O3)cc1	1.9
57	C[C@@H]1CN([C@@H](C)CO)S(=O)(=O)c2ccc(C#CCN(C)C)cc2O[C@@H]1CN(C)C(=O)C1CCCCC1	-0.4
58	COc1cccc(-c2cnc3c(c2)C(=O)N([C@H](C)CO)C[C@H](C)[C@H](CN(C)C(=O)NC2CCCC2)O3)c1	0.0
59	C[C@@H]1CCCCO[C@H](CN(C)C(=O)CCCN(C)C)[C@@H](C)CN([C@@H](C)CO)C(=O)c2cc(NC(=O)CCCN(C)C)ccc2O1	-1.4
60	O=C([C@H]1[C@H](CO)[C@H]2Cn3c(ccc(-c4ccccc4)c3=O)[C@@H]1N2CCC(F)(F)F)N1CCCCC1	-0.2
61	CCCN1[C@H](C(=O)NC2Cc3ccccc3C2)[C@@H](CO)[C@@H]2Cn3c(ccc(C4=CCCC4)c3=O)[C@@H]21	-1.4
62	CC(=O)N1[C@@H](CO)[C@H](c2ccc(-c3ccccc3)cc2)[C@@H]1CNC(=O)C1CC1	-5.2
63	CC(C)NC(=O)N(C)C[C@H]1OCCCC[C@@H](C)Oc2ccc(NC(=O)Cc3ccccc3)cc2C(=O)N([C@@H](C)CO)C[C@@H]1C	0.8
64	C[C@H]1CN([C@@H](C)CO)C(=O)Cc2cc(NC(=O)c3ccncc3)ccc2O[C@H]1CN(C)S(C)(=O)=O	0.2
65	O=C(Nc1ccccc1F)N1CCCCN2[C@@H](CO)[C@H](c3ccc(C#Cc4cccnc4)cc3)[C@@H]2C1	-1.9
66	O=C(C[C@@H]1C[C@@H]2c3cc(NC(=O)NC4CCCC4)ccc3O[C@@H]2[C@H](CO)O1)NC1CCCC1	-1.9
67	C[C@@H]1CN([C@H](C)CO)C(=O)Cc2cc(NS(=O)(=O)c3ccc(Cl)cc3)ccc2O[C@H]1CN(C)S(=O)(=O)c1cn(C)cn1	-1.0
68	COc1ccc(NC(=O)Nc2cccc3c2O[C@@H](CN(C)Cc2ccc4c(c2)OCO4)[C@H](C)CN([C@@H](C)CO)C3=O)cc1	0.8
69	COc1ccc([Si](C)(C)[C@@H]2[C@@H](CCO)O[C@]3(C(=O)N(Cc4ccccc4)c4ccc(N5CCC5=O)cc43)[C@H]2C)cc1	0.9
70	CCNC(=O)C[C@H]1CC[C@@H]2[C@@H](COc3ccc(NC(=O)Nc4ccc(F)cc4)cc3C(=O)N2C)O1	7.3
71	CCC(=O)N(C)C[C@H]1Oc2ncc(-c3ccccc3F)cc2C(=O)N([C@@H](C)CO)C[C@@H]1C	2.5
72	O=C(C[C@@H]1CC[C@@H]2[C@H](COC[C@H](O)CN2Cc2ccncc2)O1)NCc1ccccc1Cl	-1.8
73	C[C@@H]1CN([C@@H](C)CO)C(=O)c2c(c3ccccc3n2C)-c2ccccc2CO[C@@H]1CN(C)C(=O)N[C@H](C)c1ccccc1	0.6
74	O=C(c1ccccc1F)N1C[C@@H]2[C@H](c3ccccc31)[C@H](CO)N2C(=O)c1ccncc1	3.3
75	C[C@@H]1CN([C@@H](C)CO)C(=O)c2cc(NC(=O)Nc3cccc4ccccc34)ccc2O[C@H]1CN(C)S(=O)(=O)c1cccs1	-2.5

Among those listed so far, four contain a CF3 group:
no.	structure	Mtb BioA inh
14	C[C@@H]1CN([C@H](C)CO)C(=O)Cc2cc(NC(=O)Nc3ccc(C(F)(F)F)cc3)ccc2O[C@H]1CN(C)C	-2.0
27	C[C@H](CO)N1C[C@H](C)[C@@H](CN(C)C(=O)CCC(F)(F)F)OCCCC[C@H](C)Oc2ccc(NC(=O)c3ccncc3)cc2C1=O	-0.3
30	C[C@H]1CCCCO[C@@H](CN(C)Cc2ccc(C(F)(F)F)cc2)[C@@H](C)CN([C@@H](C)CO)C(=O)c2cc(NS(=O)(=O)c3cccs3)ccc2O1	-0.6
60	O=C([C@H]1[C@H](CO)[C@H]2Cn3c(ccc(-c4ccccc4)c3=O)[C@@H]1N2CCC(F)(F)F)N1CCCCC1	-0.2

Further records follow:
no.	structure	Mtb BioA inh
76	C[C@H]1CN([C@@H](C)CO)C(=O)c2cc(NC(=O)Cc3ccccc3)ccc2O[C@H]1CN(C)S(=O)(=O)c1ccc(F)cc1	2.9
77	Cc1noc(C)c1NC(=O)Nc1cccc2c1O[C@@H](CN(C)Cc1ccc(Cl)c(Cl)c1)[C@@H](C)CN([C@H](C)CO)C2=O	-1.0
78	O=C(C[C@@H]1C[C@@H]2c3cc(NC(=O)CC4CC4)ccc3O[C@@H]2[C@@H](CO)O1)NCCc1ccccc1	-2.5
79	CO[C@H]1CN(C)C(=O)c2cc(NC(=O)C3CC3)ccc2OC[C@H](C)N(Cc2cc(F)ccc2F)C[C@H]1C	-1.8
80	Cc1noc(C)c1NC(=O)Nc1cccc2c1O[C@@H](CN(C)S(=O)(=O)c1ccc(F)cc1)[C@@H](C)CN([C@H](C)CO)C2=O	1.7
81	O=C(C[C@H]1CC[C@H](NC(=O)C2CCC2)[C@H](CO)O1)NC1CCC1	-0.1

Down the list, as entered above.
Entries 76–81 in Mtb BioA inh read 2.9, -1.0, -2.5, -1.8, 1.7, -0.1

Single values from the list:
no. 78 in Mtb BioA inh has -2.5
no. 81 in Mtb BioA inh has -0.1
no. 80 in Mtb BioA inh has 1.7
no. 77 in Mtb BioA inh has -1.0

Screens as filed in PubChem BioAssay.

A portion of the library; the hit share may differ from the screen's.
